EBI2 antag: blocks human EBI2 receptor beta-arrestin signaling | P32249 | EBI2 beta-arrestin recruitment, luminescence, 7a,25-OHC stimulated | hit rate 0.81% among 360,000 | inhibition, % at 5 µM | AID 651636; in the data active = inhibition above about 38%;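 note: enzyme fragment complementation signal reports receptor beta-arrestin coupling in cells; 0% = agonist plus DMSO wells and 100% = wells without agonist; some results beyond the cut were filed as inactive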
Target sequence (P32249 whole entry, looked up, the tested form may be a part): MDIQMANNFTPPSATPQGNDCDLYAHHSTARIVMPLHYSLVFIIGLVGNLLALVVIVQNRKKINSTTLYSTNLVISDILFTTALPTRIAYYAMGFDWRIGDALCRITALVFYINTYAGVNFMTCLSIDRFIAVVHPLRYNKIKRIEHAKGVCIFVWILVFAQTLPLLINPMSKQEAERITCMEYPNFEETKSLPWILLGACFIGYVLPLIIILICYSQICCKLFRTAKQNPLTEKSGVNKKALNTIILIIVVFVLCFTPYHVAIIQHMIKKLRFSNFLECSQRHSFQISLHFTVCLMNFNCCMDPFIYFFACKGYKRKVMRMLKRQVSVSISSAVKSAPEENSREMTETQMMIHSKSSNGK
CXCR6 inh: inhibitors of human CXCR6 receptor. hit rate 0.36% among 360,000. CHO-K1 PathHunter CXCR6 beta-arrestin, luminescence. inhibition, % at 20 µM. O00574; in the data active = inhibition above about 34%, passing the limit was not always enough;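 note: antagonist mode with CXCL16 agonist at 10 nM final; 0% = 10 nM CXCL16 with DMSO and 100% = unstimulated wells without agonist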
Target sequence (O00574 whole entry, looked up): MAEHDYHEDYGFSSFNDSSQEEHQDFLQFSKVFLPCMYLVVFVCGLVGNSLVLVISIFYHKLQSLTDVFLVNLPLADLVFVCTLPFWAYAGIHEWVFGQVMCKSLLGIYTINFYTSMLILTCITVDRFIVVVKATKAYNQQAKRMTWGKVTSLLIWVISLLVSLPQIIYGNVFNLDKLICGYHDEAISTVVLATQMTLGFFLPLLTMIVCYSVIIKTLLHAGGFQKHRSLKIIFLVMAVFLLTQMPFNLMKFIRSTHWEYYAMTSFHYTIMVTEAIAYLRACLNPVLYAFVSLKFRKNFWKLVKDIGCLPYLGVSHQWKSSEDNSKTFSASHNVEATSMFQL
Starred values were filed as active, the others as inactive. A portion of the library (hit frequency here may not be typical).

Start of the data: the first 7 entries as a preview:
CXCR6 inh | EBI2 antag | SMILES
-9 | -4 | O=C1Cc2cc(S(=O)(=O)N3CCN(c4ccc(O)cc4)CC3)ccc2N1
-7 | -15 | CC1(C(=O)Nc2cccnc2)Cc2c(-c3ccccc3)ccnc2O1 (stereo not given)
7 | 19 | COCCNc1nc(-c2ccccc2F)c2sc(-c3ccccc3)cc2n1
0 | -10 | CCc1nc2ccc(C(=O)NCc3ccc(OC)cc3)cn2c1N(CC)CCN(C)C
-3 | 0 | CC(=O)Nc1ccc(NC(=O)c2csc([C@H]3C[C@H](O)[C@@H](CO)O3)n2)cc1
0 | -5 | COc1ccc(NC(=O)[C@@H]2O[C@H](CO)[C@H](O)[C@H](O)[C@H]2O)cc1F
-5 | -9 | O=S1(=O)C[C@@H](N2CCN(c3ccccn3)CC2)[C@H](COCc2ccccc2)N1

The listing, repeating the preview:
CXCR6 inh | EBI2 antag | SMILES
-9 | -4 | O=C1Cc2cc(S(=O)(=O)N3CCN(c4ccc(O)cc4)CC3)ccc2N1
-7 | -15 | CC1(C(=O)Nc2cccnc2)Cc2c(-c3ccccc3)ccnc2O1 (stereo not given)
7 | 19 | COCCNc1nc(-c2ccccc2F)c2sc(-c3ccccc3)cc2n1
0 | -10 | CCc1nc2ccc(C(=O)NCc3ccc(OC)cc3)cn2c1N(CC)CCN(C)C
-3 | 0 | CC(=O)Nc1ccc(NC(=O)c2csc([C@H]3C[C@H](O)[C@@H](CO)O3)n2)cc1
0 | -5 | COc1ccc(NC(=O)[C@@H]2O[C@H](CO)[C@H](O)[C@H](O)[C@H]2O)cc1F
-5 | -9 | O=S1(=O)C[C@@H](N2CCN(c3ccccn3)CC2)[C@H](COCc2ccccc2)N1
-4 | -11 | CCc1nc2ccc(C(=O)Nc3ccc(C(N)=O)cc3)cn2c1N(CCC(C)C)CCN(C)C
6 | 10 | COc1ccc(C(C#N)=Cc2ccc(N(C)CCC#N)cc2)cc1
0 | 1 | CC1(C(=O)NS(=O)(=O)c2ccccc2Cl)CCN1C(=O)c1ccco1 (stereo not given)
-3 | 2 | O=C1NC[C@H](CCCCN2C[C@H](Cc3ccccc3)N(CC3CCCCC3)C(=O)C2=O)N(CCc2ccccc2)C1=O
11 | -1 | CN1NC(c2ccccc2)NN(C)C1=O
-5 | 5 | COc1ccc(-c2cc3nc(NCc4ccc(NC(C)=O)cc4)n(C)c(=O)c3s2)cc1OC
1 | -9 | Cc1ccc([C@H]2N[C@]3(CCCN(Cc4ccco4)C3=O)[C@H]3C(=O)N(C)C(=O)[C@@H]23)cc1
2 | -2 | Cn1nc(C(C)(C)C)cc1NC(=O)C1(C)CCN1C(=O)CCc1ccccc1 (stereo not given)
1 | 0 | COc1ccc(-c2cnc3c(NC=O)cc(-c4ccoc4)cn23)cc1OC
14 | 2 | O=C(Nc1ccccc1)c1cc(C2CCCCN2S(=O)(=O)c2ccccc2)on1 (stereo not given)
1 | -6 | CCCNC(=O)C1(C)CCCN(Cc2cccc(C#N)c2)C1 (stereo not given)
-9 | -6 | CCc1nc2ccc(C(=O)N3CCN(C(=O)c4ccco4)CC3)cn2c1N(C)C(=O)COc1ccccc1
6 | 29 | COc1ccc(CCn2c(C)cc(C(=O)COC(=O)c3ccc(O)cc3O)c2C)cc1
-1 | -1 | Cc1ccc(Cn2cc(CN3CC(N4CCN(Cc5ccccc5F)CC4)CS3(=O)=O)nn2)cc1 (stereo not given)
-5 | 9 | C/C=C/c1cccc(-c2nc(C(=O)NC3Cc4ccccc4C3)cc3c2[C@@H](CCO)N(C(C)=O)C3)c1
-8 | -29 | Cn1c2nc(=O)n(-c3ccccc3)c(=O)c-2nc2c1CCCC2
0 | -6 | O=C1c2ccccc2-c2cc(Br)ccc2NC1O (stereo not given)
-3 | -2 | COc1ccc(NC(=O)Nc2nnc([C@@H]3C[C@H](O)[C@@H](CO)O3)s2)cc1
-1 | -15 | CCc1nc(CN2CCCC(C(=O)Nc3ccc(-c4cccc(OC)c4)cc3)C2)c(C)[nH]1 (stereo not given)
-3 | -22 | CC(C)(C)S(=O)N1Cc2cc(C(=O)O)nc(-c3cccc(-c4cc5ccccc5o4)c3)c2[C@H]1CCO (stereo not given in full)
9 | -7 | O=C(Nc1ccc(OCCO)cc1)c1csc([C@@H]2O[C@H](CO)[C@H](O)[C@H](O)[C@H]2O)n1
1 | -9 | COc1ccc(COC[B-](F)(F)F)cc1
0 | -4 | CCOC(=O)C1CCCN(C(=O)c2cc(OC)ccc2Br)CC1 (stereo not given)
-12 | 0 | Cc1ccc(C(=O)Nc2nnc(COCCO)s2)cc1
0 | -7 | Cc1ccccc1OCC(=O)OCC(=O)NC12CC3CC(CC(C3)C1)C2
-2 | 0 | OCCCNc1ncnc2c1ncn2[C@H]1CN(Cc2ccc(Cl)cc2)C[C@@H](CO)O1
0 | -4 | NC(c1csc(Nc2cc(NCCCO)ncn2)n1)c1ccccc1Cl (stereo not given)
-5 | 15 | CCCCCCn1c(=O)n2n(c1=O)[C@@H]1CN(S(=O)(=O)c3ccc(C)cc3)C[C@]1(O)[C@@H](OC(=O)Nc1cccs1)C2
0 | -5 | CC1(C(=O)Nc2ccc3c(c2)OCCO3)CCC(=O)N1C1CC1 (stereo not given)
-2 | -1 | Nc1ccc(S(=O)(=O)Nc2nccc(/C=C/c3cccc([N+](=O)[O-])c3)n2)cc1
3 | 0 | C[C@@H]1CN([C@@H](C)CO)S(=O)(=O)c2ccc(Br)cc2O[C@H]1CN(C)C(=O)CN(C)C
-5 | -11 | C[C@@H]1O[C@H](C2CC2)Cc2[nH]c(=S)[nH]c(=O)c21
7 | -1 | Cc1c(C(=O)NCc2ccc(Cl)c(Cl)c2)sc(=O)n1Cc1ccc(C(=O)N(C)C)cc1
-4 | -11 | CCOC(=O)[C@]12CCCC=C1N(Cc1cccc3ccccc13)C(=O)[C@H](CC(=O)NCCCN1CCCC1=O)C2
6 | 13 | CC(C)CC1C(=O)N(Cc2cn(CC3CCCCC3)nn2)CCS(=O)(=O)N1Cc1ccc(-c2cccc(CO)c2)cc1 (stereo not given)
4 | -3 | CC1(C(=O)N2CCCCC2)CCN1C(=O)C1(c2ccccc2)CC1 (stereo not given)
4 | -4 | Cc1cc(C)n2c(NCc3ccccc3)c(CC(C)C)nc2n1
2 | 4 | CCCC[C@@H]1Cc2[nH][nH]c(=O)c2[C@@H](c2ccc(Cl)cc2)O1
8 | 4 | COc1ccc(NC(=O)c2cc(-c3cc(F)ccc3OC)n[nH]2)cc1OC
-1 | -8 | CC1(C(=O)NC2CCCCC2)CCC(=O)N1CC(F)(F)F (stereo not given)
0 | -4 | C[C@@H](NC(=O)c1ncn2c1C(=O)NC[C@@H]2C)c1ccccc1
-8 | -9 | COCCNC(=O)C1(C)CCN(C(=O)c2ccc3sccc3c2)C1 (stereo not given)
-12 | -1 | Cc1cc(Nc2ccc(F)cc2)c2ccccc2n1
2 | -5 | CCCNC(=O)C1(C)CCN(C(=O)c2ccc(F)cc2Cl)C1 (stereo not given)
-5 | -2 | O=C(NC1CCCCC1)C(C1CC1)N1CCc2ccccc2C1 (stereo not given)
-7 | -5 | O=C(NC1CCS(=O)(=O)C1)c1cc2c(=O)n3ccccc3nc2n1Cc1ccccc1 (stereo not given)
3 | -4 | c1cncc(C2SCCCS2)c1
4 | 4 | CC(C)(C)C(=O)c1c(N)[nH]c(C(=O)c2ccccc2)c1-c1c(F)cccc1F
8 | -3 | C[C@@H]1CCCCO[C@H](CN(C)S(=O)(=O)c2ccccc2)[C@@H](C)CN([C@H](C)CO)C(=O)c2cc(NC(=O)Cc3ccccc3)ccc2O1
0 | 1 | Cc1oc(-c2cccs2)cc1C(=O)N1CCCC(C)(C(=O)O)C1 (stereo not given)
-5 | 1 | CC(C)(C)c1ccccc1NC(=O)Nc1nc(C(N)Cc2ccc(F)cc2)cs1 (stereo not given)
-2 | 6 | Cc1cc(C(O)c2ncc(-c3ccc(Cl)cc3)[nH]2)ccc1F (stereo not given)
2 | -5 | CCCS(=O)(=O)NC(=O)C1(C)CCN(C(=O)Cc2ccc(F)cc2)C1 (stereo not given)

Following part.
CXCR6 inh | EBI2 antag | SMILES
2 | -1 | CCOC(=O)C1=C[C@@H](C(C)(C)C)N(S(=O)(=O)c2ccc(OC)cc2)[C@H]1c1ccccc1
3 | -17 | CC1(C(=O)NCCC#N)CCN1C(=O)C1(c2ccccc2)CCCC1 (stereo not given)
-1 | -3 | O=C(CSc1nnc2ccccn12)Nc1ccccc1[N+](=O)[O-]
2 | -9 | Cc1c2cnn(CC(=O)N3CCOCC3)c(=O)c2c(C)n1Cc1ccc(F)cc1
1 | 2 | CC1(C(=O)NS(=O)(=O)c2cccc(OC(F)F)c2)CCN1C(=O)c1ccco1 (stereo not given)
-1 | -2 | COC1=CC(C)C2CC3OC(O)CC4C(C)=C(OC)C(=O)C(C2(C)C1=O)C34C (stereo not given)
3 | 0 | COc1ccc(C(C)C)cc1-c1cncc(NC(C)=O)n1
-8 | -3 | O=C1c2ccccc2C(c2nnnn2-c2ccc3c(c2)OCCO3)N1CCCN1CCOCC1 (stereo not given)
-10 | -51 | O=C(Nc1ccncc1)c1cc(-c2ccccc2)nc2ccccc12
15 | 28 | CC1(C(=O)NCc2ccccc2Br)CCN1Cc1ccc2ccccc2c1 (stereo not given)
1 | 33 | COc1cccc(NC(=O)C2(C)CCN2C(=O)Cc2ccc(-c3ccccc3)cc2)c1 (stereo not given)
-3 | -15 | Cc1cccc(C(O)c2cnc(C)n2Cc2ccccc2)c1 (stereo not given)
-4 | 7 | CCCCC[C@H](C)N1C[C@H](COCc2ccccc2)Oc2cc(N3CCC[C@@H]3CO)ccc2S1(=O)=O
-3 | 1 | C[C@H](CO)N1C[C@H](C)[C@@H](CN(C)Cc2ccc(F)cc2)Oc2ncc(Br)cc2C1=O
8 | 0 | CCc1nc2ccc(C(=O)NC3CCN(Cc4ccccc4)CC3)cn2c1N(C)Cc1ccc(N(C)C)cc1
0 | 8 | O=C(NCC(=O)N1CCC(Cc2ccccc2)CC1)c1ccccc1F
8 | 9 | CCOC(=O)c1cc(OCC)c2c(ccc3ccccc32)n1
0 | 5 | COc1ccc(C(O)c2ncc(-c3ccc(Cl)cc3)[nH]2)cc1 (stereo not given)
5 | 10 | O=C1OC(c2cccs2)Sc2ccccc21 (stereo not given)
-3 | 4 | CCCC(C)(C)C(=O)N1CCC1(C)C(=O)NS(=O)(=O)c1ccc(Br)cc1 (stereo not given)
2 | -8 | COc1ccc(N2CCN(CCCn3cnc4c(SC)ncnc43)CC2)cc1
-1 | 0 | CC(C)CN(C(=O)CN(C)C(=O)Cc1c(F)cccc1Cl)c1c(N)n(CC(C)C)c(=O)[nH]c1=O
6 | -5 | O=C(COC(=O)CSc1ccc(F)cc1)NC1CC1
1 | 2 | O=[N+]([O-])c1ccc(CN2CC(N3CCN(CC4CC4)CC3)CS2(=O)=O)cc1 (stereo not given)
3 | -15 | CNc1nc(Nc2ccc(C)cc2C)c2sccc2n1
-6 | -3 | COC(=O)[C@]12CCCCC=C1N(Cc1cccc3ccccc13)C(=O)[C@H](CC(=O)NCCCN1CCCC1=O)C2
3 | -7 | O=S1(=O)CC(N2CCSCC2)CN1Cc1cn(Cc2ccc(C(F)(F)F)cc2)nn1 (stereo not given)
5 | -3 | C[C@@H]1CCCCO[C@H](CN(C)C(=O)Cc2ccccc2)[C@H](C)CN([C@@H](C)CO)C(=O)c2cc(NC(=O)Nc3ccc(F)cc3)ccc2O1
5 | -4 | C[C@H]1NS(=O)(=O)c2cc(Cl)ccc2O[C@@H]1c1ccccc1
-10 | 3 | CC1=C(C(=O)N(C(C)C)C(C)C)CC(CC(=O)NCC2CCCCC2)C(=O)N1Cc1ccccc1 (stereo not given)
1 | -4 | CCCCN(C(=O)COc1ccc(F)cc1)c1c(N)n(CC(C)C)c(=O)[nH]c1=O
2 | -3 | CCCNC(=O)C1(C)CCCN(Cc2ccc(C(=O)OCC)o2)C1 (stereo not given)
4 | -3 | CCOC(=O)[C@]12CCCC=C1N(Cc1ccc(Cl)cc1Cl)C(=O)[C@H](CC(=O)N1CCOCC1)C2
-1 | 10 | Cc1ccc(NC(=O)C2(C)CCN2C(=O)Cc2ccccc2)cc1C (stereo not given)
7 | 6 | COC(=O)[C@]12CCCCC=C1N(CCC1=CCCCC1)C(=O)[C@H](CC(=O)NCc1ccc(OC)c(OC)c1)C2
-6 | 4 | CN(Cc1ccccc1)C(=O)Nc1c(Cl)cccc1Cl
-1 | 2 | COc1cc(C(=O)NC2CC(C)CC(C)(C)C2)cc(OC)c1OC (stereo not given)
5 | 9 | Clc1cccc(-c2nc3c4ccccc4ccn3c2Cc2ccccc2)c1
-6 | -2 | O=C(NCc1ccccc1)c1cc(C2CCCCN2C(=O)c2ccc3c(c2)CCO3)on1 (stereo not given)
14 | 19 | COC(=O)[C@]12CCCCC=C1N(CCC1=CCCCC1)C(=O)[C@H](CC(=O)NCc1cccc3ccccc13)C2
-6 | -4 | O=C(c1ccc2c(c1)OCO2)c1ccc[nH]1
-7 | -9 | O=C(NCCCN1CCOCC1)/C(=C/c1ccc(-c2cccc([N+](=O)[O-])c2)o1)NC(=O)c1ccccc1
2 | 3 | O=C(CSc1nc2ccccc2c(=O)n1-c1ccc(F)cc1F)NC1CCS(=O)(=O)C1 (stereo not given)

Three entries from above, arranged by number of heavy atoms, ascending.
CXCR6 inh | EBI2 antag | SMILES
1 | -6 | CCCNC(=O)C1(C)CCCN(Cc2cccc(C#N)c2)C1 (stereo not given)
-3 | 4 | CCCC(C)(C)C(=O)N1CCC1(C)C(=O)NS(=O)(=O)c1ccc(Br)cc1 (stereo not given)
6 | 29 | COc1ccc(CCn2c(C)cc(C(=O)COC(=O)c3ccc(O)cc3O)c2C)cc1

Record cards, from the list above:
Listed for O=C(c1ccc2c(c1)OCO2)c1ccc[nH]1 → CXCR6 inh: -6; EBI2 antag: -4
Listed for COc1cc(C(=O)NC2CC(C)CC(C)(C)C2)cc(OC)c1OC (stereo not given) → CXCR6 inh: -1; EBI2 antag: 2

Screening results from PubChem.
